Screens from PubChem.
RXFP1 antag: antagonists of human relaxin receptor RXFP1. Q9HBX9. HEK293-RXFP1, relaxin-stimulated cAMP HTRF, 30 min; active compounds read low. activity change, negative = inhibition, % at 57.5 µM. 0.59% of 350,000 active. AID 1259400;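 active = activity change of -60% or lower, but not beyond a set lower limit; inconclusive = change between -60% and -40%, or beyond the set limit; inactive = change above -40%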
Target sequence (Q9HBX9 whole entry, looked up): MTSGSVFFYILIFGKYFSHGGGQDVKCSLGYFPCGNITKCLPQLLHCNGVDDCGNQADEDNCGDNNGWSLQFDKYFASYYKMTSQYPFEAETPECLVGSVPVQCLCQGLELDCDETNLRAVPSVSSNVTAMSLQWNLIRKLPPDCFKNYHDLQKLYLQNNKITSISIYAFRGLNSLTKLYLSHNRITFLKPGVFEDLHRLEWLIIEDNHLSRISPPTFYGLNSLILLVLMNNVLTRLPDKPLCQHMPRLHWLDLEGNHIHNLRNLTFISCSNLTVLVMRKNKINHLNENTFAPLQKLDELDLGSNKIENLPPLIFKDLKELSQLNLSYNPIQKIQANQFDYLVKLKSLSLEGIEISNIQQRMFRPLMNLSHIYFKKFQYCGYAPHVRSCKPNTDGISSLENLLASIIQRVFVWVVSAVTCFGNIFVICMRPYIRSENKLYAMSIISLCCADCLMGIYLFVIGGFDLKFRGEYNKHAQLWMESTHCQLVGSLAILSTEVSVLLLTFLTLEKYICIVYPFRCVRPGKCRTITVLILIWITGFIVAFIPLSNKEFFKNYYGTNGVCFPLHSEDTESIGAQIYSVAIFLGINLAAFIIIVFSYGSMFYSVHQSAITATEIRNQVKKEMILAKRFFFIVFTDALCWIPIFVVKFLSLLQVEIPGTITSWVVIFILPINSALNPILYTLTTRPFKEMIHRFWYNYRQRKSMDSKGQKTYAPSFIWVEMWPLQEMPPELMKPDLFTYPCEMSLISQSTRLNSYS
Active calls of the source: *. % is set by controls: 0 for no effect and ±100 for the full control effect. These rows are one share of the data (hit frequency here may not be typical).

Results for CC(=O)Oc1ccc(C2=Cc3ccc(OC(C)=O)cc3OC2C)cc1 (configuration not stated) ?
RXFP1 antag: -32

How did CNC(=O)C[C@H]1C(=O)N(c2ccccc2)C[C@@H]1CSC do in these assays?
RXFP1 antag: 8

What do the screens show for `O=C(COC(=O)/C=C/c1ccc([N+](=O)[O-])cc1)NNC(=O)c1ccccc1`?
RXFP1 antag: -11

What do the screens show for `CCOC(=O)c1c(-c2ccccc2)csc1NC(=O)/C(C#N)=C\c1ccc(O)c(OC)c1`?
RXFP1 antag: -38

How did COc1ccc(C2CC(c3ccccc3)=NN2C(=O)COC(=O)c2cccc(N)c2)cc1 (configuration not stated) do in these assays?
RXFP1 antag: -5

Results for O=C(CCSCCC(=O)NN=Cc1ccccc1O)NN=Cc1ccccc1O ?
RXFP1 antag: inconclusive

Results for O=C(C1CCCCC1)N1C[C@H](n2cc(C3CC3)nn2)[C@@H](O)C[C@@H]1c1ccc(Cl)cc1 ?
RXFP1 antag: 1

How did OCC1OC(n2cnc3c(N4CCCC4)ncnc32)C(O)C1O (configuration not stated) do in these assays?
RXFP1 antag: 1

What do the screens show for `Cc1ccc(NC(=O)COC(=O)C2CC2)cc1S(=O)(=O)N1CCOCC1`?
RXFP1 antag: -4

Results for CC(C)NC(=O)N(C)C[C@@H]1OCc2cnnn2CCCC(=O)N([C@H](C)CO)C[C@@H]1C ?
RXFP1 antag: 4

How did COc1ccc(OC)c(NC(=O)COC(=O)/C=C/c2ccco2)c1 do in these assays?
RXFP1 antag: 2

What do the screens show for `Cc1cccc(Nc2cc(=O)n(C)c(=O)n2C)c1`?
RXFP1 antag: -2

What do the screens show for `COc1ccc(C(CNC(=O)c2cccc(NS(=O)(=O)c3ccccc3)c2)N2CCCC2)cc1` (configuration not stated)?
RXFP1 antag: -6

Results for O=C(CCCN1C(=O)/C(=C/c2ccc(F)cc2)SC1=S)Nc1ccc(C(=O)O)cc1 ?
RXFP1 antag: -6

How did Cc1ccc(OCC(=O)O)c(O)c1 do in these assays?
RXFP1 antag: -6

Results for Cc1ccc(C=NNc2ccc([N+](=O)[O-])cn2)cc1 ?
RXFP1 antag: -18

Results for CCn1c(SCC(=O)N2CCC(C)CC2)nc2c([nH]c3ccccc32)c1=O ?
RXFP1 antag: -3

What do the screens show for `O=C(NCc1ccccn1)C1CCCN(S(=O)(=O)c2cc(Cl)ccc2Cl)C1` (configuration not stated)?
RXFP1 antag: 2

What do the screens show for `O=C(COC(=O)c1cc(=O)[nH]c2ccccc12)NCc1ccccc1Cl`?
RXFP1 antag: -12

Results for CCOCCCn1c(SCC(=O)Nc2oc(C)c3c(C)n[nH]c(=O)c23)nc2ccccc2c1=O ?
RXFP1 antag: -2

How did CCOC(=O)CN(C(=O)CSc1nnnn1C)c1ccccc1 do in these assays?
RXFP1 antag: 8

How did CN(C(=O)C=Cc1ccco1)c1ccccc1 do in these assays?
RXFP1 antag: 0

Results for CCOc1ccc(NC(=O)CN(C)C(=O)C2CC(=O)N(CCc3ccc(OC)c(OC)c3)C2)cc1OCC (configuration not stated) ?
RXFP1 antag: 4

How did C[C@H](CO)N1C[C@H](C)[C@@H](CN(C)Cc2cccc(C(=O)O)c2)OCc2cnnn2CCCC1=O do in these assays?
RXFP1 antag: 1

How did O=C(NCCCc1ccccc1)C1CC1 do in these assays?
RXFP1 antag: -6

How did COc1ccc(CC(=O)NC(=S)Nc2cccc(C)c2)cc1 do in these assays?
RXFP1 antag: -17

What do the screens show for `Cc1cc(C)n2nc(C(=O)OCC(=O)NCc3ccc(F)cc3)nc2n1`?
RXFP1 antag: -9

Results for CC(C)n1cc2c(N)ncnc2n1 ?
RXFP1 antag: -9

Results for COc1cccc(OCc2cc(C(=O)N(C)C3CCCCC3)no2)c1 ?
RXFP1 antag: 2

What do the screens show for `S=C(NN=Cc1ccc2c(c1)OCO2)NN=Cc1ccc2c(c1)OCO2`?
RXFP1 antag: -31

How did CSc1ncnc2c1ncn2CCCNCc1ccccn1 do in these assays?
RXFP1 antag: 13

What do the screens show for `O=C(COC(=O)c1ccc(F)cc1)NCC1CCCCC1`?
RXFP1 antag: 4

How did COc1ccc(C(=O)OCC(=O)NC2CC2)cc1 do in these assays?
RXFP1 antag: 4

What do the screens show for `C[C@@H]1CCCCO[C@H](CN(C)S(=O)(=O)c2ccc(F)cc2)[C@@H](C)CN([C@H](C)CO)C(=O)c2cc(NC(=O)Nc3ccc(C(F)(F)F)cc3)ccc2O1`?
RXFP1 antag: -4

What do the screens show for `O=C(O)CC1(C(=O)O)CC2C=CC1C2` (configuration not stated)?
RXFP1 antag: -6

How did Nc1ncncc1-c1ccc(F)cc1 do in these assays?
RXFP1 antag: 16

How did CCN(CC)C(=O)Cn1cc(S(=O)(=O)CC(=O)Nc2ccc(F)cc2)c2ccccc21 do in these assays?
RXFP1 antag: -6

How did OC(CCCN1CCCCC1)(c1ccccc1)c1ccc(C(F)(F)F)cc1 (configuration not stated) do in these assays?
RXFP1 antag: -17

Results for O=S(=O)(CS(=O)(=O)Oc1ccccc1)Oc1ccccc1 ?
RXFP1 antag: 7

Results for COC(=O)CCCCC(CCSS/C(CCO)=C(\C)N(C=O)Cc1cnc(C)nc1N)SC(C)=O (configuration not stated) ?
RXFP1 antag: 2

What do the screens show for `O=C(O)C(Cc1ccc(OS(=O)(=O)Cc2ccccc2)cc1)NS(=O)(=O)Cc1ccccc1` (configuration not stated)?
RXFP1 antag: -1

What do the screens show for `Cc1ccc(NC(=O)Cn2c(=O)ccn(Cc3ccccc3)c2=O)cc1S(=O)(=O)N1CCOCC1`?
RXFP1 antag: -15

How did Cc1ccc(OC(=O)c2ccccc2)cc1C do in these assays?
RXFP1 antag: -27

How did CCCCn1c(N)c(N(CCC(C)C)C(=O)CSc2nc3ccccc3n2C)c(=O)[nH]c1=O do in these assays?
RXFP1 antag: -1

How did CC12CCC(=O)C=C1CCC1C2C(O)CC2(C)C1CCC2(O)C(=O)COC(=O)COCC(=O)O (configuration not stated) do in these assays?
RXFP1 antag: -6

Results for CC(C(=O)O)c1ccc(CC2CCCC2=O)cc1 (configuration not stated) ?
RXFP1 antag: -7

What do the screens show for `O=C(NCC(=O)N1CCC(Cc2ccccc2)CC1)c1ccccc1F`?
RXFP1 antag: -1

What do the screens show for `CCCCn1c2nc3ccccc3nc2c2c(=O)n(CC(C)C)cnc21`?
RXFP1 antag: 2

Results for CN(C(=O)COC(=O)c1ccc(Br)c(S(=O)(=O)N2CCOCC2)c1)C1CCCCC1 ?
RXFP1 antag: -15

Results for O=c1nc2onnc2c(C=NO)[nH]1 ?
RXFP1 antag: -13

What do the screens show for `O=C(Nc1cc(S(=O)(=O)N2CCOCC2)ccc1N1CCOCC1)c1cccc(Cl)c1`?
RXFP1 antag: 2

Results for CCCCCCN1C[C@H](n2cc(COC(=O)c3ccccc3)nn2)[C@@H](O)C[C@@H]1c1ccc(OC)cc1 ?
RXFP1 antag: -5

Results for CCCCn1cnc2c(SCc3ccc(Br)cc3)nc(N)nc21 ?
RXFP1 antag: -10

How did Cc1ccc(NS(=O)(=O)c2ccc(C)c(NC(=S)NCCN3CCOCC3)c2)c(C)c1 do in these assays?
RXFP1 antag: -8

How did NC(=O)c1ccc(NC(=O)COC(=O)c2cc3c(s2)CCC3)cc1 do in these assays?
RXFP1 antag: -2

What do the screens show for `CC(NC(=O)c1cccs1)c1ccccc1` (configuration not stated)?
RXFP1 antag: -4

Results for Cc1ccc([C@H]2N[C@]3(CCCN(Cc4ccc(Br)cc4)C3=O)[C@H]3C(=O)N(C)C(=O)[C@@H]23)cc1 ?
RXFP1 antag: 10

How did CCc1cccc2c1NC(=O)C2=O do in these assays?
RXFP1 antag: -7

What do the screens show for `CC1(c2ccc(Cl)cc2)NC(=O)N(CC(=O)Nc2ccc3c(c2)OCO3)C1=O` (configuration not stated)?
RXFP1 antag: -2

How did O=C(CNC(=O)N1CC(=O)Nc2ccccc21)NCc1ccc(F)cc1 do in these assays?
RXFP1 antag: -1

What do the screens show for `Nc1ccc(N2CCCC2)c(S(=O)(=O)Nc2cccc(C(F)(F)F)c2)c1`?
RXFP1 antag: -7

Results for CC1=C(C(=O)N(C)C)CC(CC(=O)NCCc2ccccn2)C(=O)N1CCCN1CCCC1=O (configuration not stated) ?
RXFP1 antag: 2

Results for O=C(CC(O)c1ccccc1)Nc1ccccn1 (configuration not stated) ?
RXFP1 antag: -11

How did COc1ncnc2c1ncn2CCCNc1ccc(C)c(C)c1 do in these assays?
RXFP1 antag: -5

How did Cc1ccc(NC(=O)c2ccc(=O)[nH]n2)cc1S(=O)(=O)Nc1ccc(SC(F)F)cc1 do in these assays?
RXFP1 antag: -10

How did Cc1nc2ccsc2c(=O)n1-c1cccc(Cl)c1 do in these assays?
RXFP1 antag: 2

Results for COc1ccc(CSC2=C(C#N)C(=O)NC3(CCCCC3)S2)cc1 ?
RXFP1 antag: 15

What do the screens show for `CCOC(=O)CN1C(=O)S/C(=C\c2ccc(-c3cccc(C(=O)O)c3C)o2)C1=O`?
RXFP1 antag: -31

What do the screens show for `CCOC(=O)C1CCN(C(=O)c2sc3ncn(CC(=O)N4CCCCC4)c(=O)c3c2C)CC1`?
RXFP1 antag: 2

What do the screens show for `CN[C@H](C)C(=O)NC[C@H]1O[C@@H](n2cc(C)c(=O)[nH]c2=O)C[C@@H]1O`?
RXFP1 antag: 12

How did CCN(C(=O)COc1ncnc2ccccc12)C1CCCCC1 do in these assays?
RXFP1 antag: -4

What do the screens show for `O=C1NC(=O)C(CCc2ccccc2)(c2ccccc2)N1` (configuration not stated)?
RXFP1 antag: -16

How did Cc1ccc(S(=O)(=O)N2C[C@H]3N(C(=O)OC(C)C)N(C(=O)OC(C)C)C[C@H](OC(=O)NCc4ccccc4)[C@@]3(O)C2)cc1 do in these assays?
RXFP1 antag: -2

What do the screens show for `CCCCCCN1C[C@@H](n2cc(C3CC3)nn2)[C@H](O)C[C@@H]1c1ccc(Cl)cc1`?
RXFP1 antag: -12

How did Cc1ccc2nc(Cl)c(/C=N/NC(=O)CN3CCOCC3)cc2c1 do in these assays?
RXFP1 antag: -13

Results for CCCCc1c(O)nc(SCC(=O)Nc2ccc(OC)cc2)n(-c2ccc(C)c(C)c2)c1=O ?
RXFP1 antag: 4

Results for CCOC(=O)C1=C(N)OC2=C(C(=O)CCC2)C1c1ccc2c(c1)OCO2 (configuration not stated) ?
RXFP1 antag: 1

How did COc1ccc(CN2CCC[C@]3(N[C@H](c4ccc(C)cc4)[C@@H]4C(=O)N(C)C(=O)[C@@H]43)C2=O)cc1 do in these assays?
RXFP1 antag: 6

Results for Cc1c(NS(=O)(=O)c2cccc(C(=O)Nc3ccc(SC(F)F)cc3)c2)c(=O)n(-c2ccccc2)n1C ?
RXFP1 antag: -9

Results for O=C(Nc1cccc(C(=O)O)c1)/C(=C\c1ccccc1)NC(=O)c1ccc(Br)o1 ?
RXFP1 antag: 6

What do the screens show for `O=C(NCc1ccccc1Cl)[C@@H]1CCCN1S(=O)(=O)c1ccc(Cl)cc1`?
RXFP1 antag: -9

How did N#Cc1cccc(NC(=O)CCc2ccc(S(=O)(=O)N3CCOCC3)cc2)c1 do in these assays?
RXFP1 antag: -19

Results for C=C1C(=O)OCC2C(C(=O)O)=CC3C(C)C(C)=CC123 (configuration not stated) ?
RXFP1 antag: 6

Results for COc1ccc(CCNS(=O)(=O)c2ccc3[nH]c(=O)[nH]c3c2)cc1 ?
RXFP1 antag: -17

Results for Cc1cc(/C=C2\SC(=S)N(C)C2=O)c(C)n1-c1ccccc1O ?
RXFP1 antag: -34

How did CCOc1ccc(NC(=O)c2ccc3c(c2)N(C)CCS3)cc1 do in these assays?
RXFP1 antag: -12

What do the screens show for `CC1(C)CC(=O)C=C(c2ccc(COC(=O)c3cc(F)cc(F)c3)cc2)C1=O`?
RXFP1 antag: -2

What do the screens show for `CCc1nnc(NS(=O)(=O)c2ccc(NC(=O)c3ccc([N+](=O)[O-])s3)cc2)s1`?
RXFP1 antag: 0

What do the screens show for `CCOc1cc(C=NN2CCCCCC2)ccc1O`?
RXFP1 antag: -12

Results for COc1ccc(Cl)cc1N1C(=O)CC(N2CCN(S(=O)(=O)c3ccccc3F)CC2)C1=O (configuration not stated) ?
RXFP1 antag: -4

How did C[C@H](O)[C@@H]1C(=O)N2CCc3ccc(-c4ccccc4)cc3[C@@H]2C[C@@H]1N(C)C(=O)c1cccnc1 do in these assays?
RXFP1 antag: -5

Results for OC(c1ccc2ccccc2n1)c1c(Cl)cccc1Cl (configuration not stated) ?
RXFP1 antag: 12
